Source: PubChem BioAssay (several laboratories)
Anthrax LF prot: blocks Bacillus anthracis lethal factor protease; multiplex microsphere protease cleavage assay, LF; hit rate 0.12% among 360,000; inhibition, % at 10 µM; P15917; AID 588501; also: plate controls were buffer without enzyme for full effect and enzyme alone for no effect
Rv3671c protease: inhibitors of M. tuberculosis serine protease Rv3671c. AID 2606. inhibition, % at 5.96 µM. P9WHR9. hit rate 0.048% among 320,000; in the data active = inhibition above about 38%;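 also: extracellular domain of Rv3671c used as enzyme; 0% = enzyme with DMSO and 100% = no enzyme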
Target sequence (P9WHR9 whole entry, looked up, the tested form may be a part): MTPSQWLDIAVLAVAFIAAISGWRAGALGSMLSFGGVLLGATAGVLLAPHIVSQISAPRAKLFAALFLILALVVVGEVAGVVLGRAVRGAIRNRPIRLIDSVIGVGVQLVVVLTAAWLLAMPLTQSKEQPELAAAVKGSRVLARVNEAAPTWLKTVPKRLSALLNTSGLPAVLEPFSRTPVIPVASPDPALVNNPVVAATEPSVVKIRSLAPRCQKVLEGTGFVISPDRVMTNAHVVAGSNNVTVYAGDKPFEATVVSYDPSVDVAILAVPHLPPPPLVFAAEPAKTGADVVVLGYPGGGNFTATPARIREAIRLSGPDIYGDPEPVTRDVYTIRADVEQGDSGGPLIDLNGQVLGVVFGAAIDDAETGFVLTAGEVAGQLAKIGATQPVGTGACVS
DUSP3 inh: blocks human VHR1 dual specificity phosphatase; AID 1654; hit rate 0.52% among 290,000; inhibition, % at 13.3 µM; P51452; recombinant VHR phosphatase, pNPP absorbance; in the data active = inhibition above about 50%; also: some compounds called inactive have numbers as strong as hits
Target sequence (P51452 whole entry, looked up): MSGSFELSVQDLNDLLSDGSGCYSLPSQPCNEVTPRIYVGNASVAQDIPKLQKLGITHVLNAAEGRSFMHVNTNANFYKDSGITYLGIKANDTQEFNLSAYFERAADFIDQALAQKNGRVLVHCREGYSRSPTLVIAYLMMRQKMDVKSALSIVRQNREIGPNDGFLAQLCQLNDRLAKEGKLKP
BoNT-A LC inh2: BoNT A light chain protease inhibition; hit rate 0.17% among 360,000; inhibition, % at 10 µM; multiplex microsphere protease substrate cleavage, flow cytometry; also: plate controls were buffer without enzyme for full effect and enzyme alone for no effect
CCHF vOTU inh: blocks the CCHF virus ovarian tumor domain protease | CCHFV vOTU protease, Pep-AMC fluorescence | inhibition, % at 11.5 µM | hit rate 0.55% among 370,000 | AID 651958; in the data active = inhibition above about 30%; also: 0% = vehicle wells with enzyme and 100% = no enzyme wells
BoNT F protease: BoNT F light chain protease inhibition; Multiplex microsphere protease cleavage assay, flow cytometry; inhibition, % at 10 µM; hit rate 0.22% among 360,000; AID 588497; in the data active = inhibition above about 35%, passing the limit was not always enough; inconclusive = no clear call, values can overlap the other calls; also: plate controls were buffer without enzyme for full effect and enzyme alone for no effect
SARS 3CLpro inh: SARS-CoV 3CLpro protease inhibition | recombinant SARS-CoV 3CLpro, quenched FRET peptide cleavage | hit rate 0.14% among 290,000 | P0C6X7 | AID 1706 | inhibition, % at 6 µM; in the data active = inhibition above about 12%
MazF activator: increases E. coli MazEF RNase cleavage of RNA. FAM/BHQ RNA-DNA oligo cleavage fluorescence, 5 h. P0AE70. activation, % at 20 µM. hit rate 0.32% among 350,000; in the data active = activation above about 50%
Target sequence (P0AE70 whole entry, looked up): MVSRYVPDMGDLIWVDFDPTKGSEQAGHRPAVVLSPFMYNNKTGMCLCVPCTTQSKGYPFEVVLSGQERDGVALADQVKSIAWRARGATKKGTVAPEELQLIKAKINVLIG
PrPC surface inh: inhibitors of human cell surface prion protein PrPC; P04156; hit rate 0.43% among 370,000; inhibition, % at 13.8 µM; AID 720596; TR-FRET read-out; in the data active = inhibition above about 24%; also: 0% = median of the test wells and 100% = reference compound wells
PriA SSB inh: inhibitors of Klebsiella pneumoniae PriA binding to SSB C-terminal tail. inhibition, % at 33 µM. AlphaScreen SSBct-PriA binding, biotinylated peptide. hit rate 0.6% among 430,000; in the data active = inhibition mostly above about 37%, no sharp cut-off; inactive = mostly below about 20%;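 also: plate controls were negative control peptide for no effect and reference peptide for full effect; strong numbers were not always called active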
The depositor's hits bear a star; ? = inconclusive; . = not tested or not shown; & = joins results of further samples. Rule as the data show it, unless noted: active = inhibition above about 30%; inconclusive = no clear call, values can overlap the other calls; inactive = below that. Not all compounds are listed; count on the stated rates, not on these rows.

SMILES | Anthrax LF prot | Rv3671c protease | DUSP3 inh | BoNT-A LC inh2 | CCHF vOTU inh | BoNT F protease | SARS 3CLpro inh | MazF activator | PrPC surface inh | PriA SSB inh
CCOc1cc(CN2CCSCC2)ccc1O | -2.8 | -2.5 | -9.6 | -1.6 | 0.4 | -3.6 | 1.2 | 3.7 | 0.7 | -10.7
CN(C)/C=C(\C#N)C(=O)N/N=C/c1ccc(Cl)cc1 | -0.6 | 2.2 | 3.1 | -0.7 | -5.0 | -1.7 | -0.1 | 1.3 | -0.5 | .
CCCS(=O)(=O)N1CCCC(C(=O)NCC(OC)OC)C1 (centres undefined) | -0.9 | -4.8 | 15.4 | 0.5 | -11.4 | -0.4 | 1.1 | 6.4 | 13.5 | -6.9
Cc1ccc(-c2nc(CSCC(=O)NCCCN3CCOCC3)c(C)o2)cc1 | 4.5 | 5.7 | 32.2 | 1.2 | 1.1 | -5.4 | 1.4 | -6.1 | -4.3 | -14.9
Cc1nnc(SCC(=O)N2CCN(S(=O)(=O)c3ccccc3)CC2)[nH]c1=O | 8.2 | -0.3 | -14.8 | 0.1 | 11.4 | 9.3 | -2.5 | 6.3 | 2.0 | -2.6
COC(=O)C1CCN(C(=O)Cc2ccc(OC)c(OC)c2)CC1 | 1.7 | -3.5 | -17.6 | 0.3 | -5.6 | -0.8 | 1.2 | 3.8 | -0.2 | 3.5
C=CCOc1ccccc1/C=c1\sc2nc(=O)c(C)nn2c1=O | 2.6 | 3.7 | 8.8 | 1.2 | . | 3.8 | -3.5 | -30.8 | . | .
Cc1nc2ccccc2c2oc(C(=O)NCC3COc4ccccc4O3)cc12 (centres undefined) | -3.0 | -14.9 | 12.1 | -0.2 | 1.2 | -3.6 | -1.9 | -1.7 | 5.9 | -4.2
C[C@H](CO)N1C[C@H](C)[C@@H](CN(C)S(C)(=O)=O)Oc2ccc(NC(=O)CCC(F)(F)F)cc2C1=O | -2.5 | 8.4 | . | -0.5 | 15.4 | 5.3 | . | 3.0 | 3.9 | -5.7
CCC(C)NCCOc1cc(C)cc(C)c1C (centres undefined) | -7.7 | 2.5 | 33.4 | 0.3 | 13.3 | 12.0 | 1.2 | 5.3 | 0.5 | -3.3

Six compounds picked at random from the list so far, as already listed:
SMILES | Anthrax LF prot | Rv3671c protease | DUSP3 inh | BoNT-A LC inh2 | CCHF vOTU inh | BoNT F protease | SARS 3CLpro inh | MazF activator | PrPC surface inh | PriA SSB inh
COC(=O)C1CCN(C(=O)Cc2ccc(OC)c(OC)c2)CC1 | 1.7 | -3.5 | -17.6 | 0.3 | -5.6 | -0.8 | 1.2 | 3.8 | -0.2 | 3.5
Cc1ccc(-c2nc(CSCC(=O)NCCCN3CCOCC3)c(C)o2)cc1 | 4.5 | 5.7 | 32.2 | 1.2 | 1.1 | -5.4 | 1.4 | -6.1 | -4.3 | -14.9
C=CCOc1ccccc1/C=c1\sc2nc(=O)c(C)nn2c1=O | 2.6 | 3.7 | 8.8 | 1.2 | . | 3.8 | -3.5 | -30.8 | . | .
Cc1nnc(SCC(=O)N2CCN(S(=O)(=O)c3ccccc3)CC2)[nH]c1=O | 8.2 | -0.3 | -14.8 | 0.1 | 11.4 | 9.3 | -2.5 | 6.3 | 2.0 | -2.6
CCC(C)NCCOc1cc(C)cc(C)c1C (centres undefined) | -7.7 | 2.5 | 33.4 | 0.3 | 13.3 | 12.0 | 1.2 | 5.3 | 0.5 | -3.3
CCOc1cc(CN2CCSCC2)ccc1O | -2.8 | -2.5 | -9.6 | -1.6 | 0.4 | -3.6 | 1.2 | 3.7 | 0.7 | -10.7

The listing continues:
SMILES | Anthrax LF prot | Rv3671c protease | DUSP3 inh | BoNT-A LC inh2 | CCHF vOTU inh | BoNT F protease | SARS 3CLpro inh | MazF activator | PrPC surface inh | PriA SSB inh
O=C(CCN1CCN2CCCC2C1)N1c2ccccc2Sc2ccc(Cl)cc21 (centres undefined) | 20.3 | -3.1 | -4.7 | 2.9 | -13.7 | -8.9 | -1.3 | 10.9 | 0.2 | 7.2
Cc1ccc(C)c(C(=O)COC(=O)CN2C(=O)C3C4CCC(C4)C3C2=O)c1 (centres undefined) | -1.9 | 0.5 | 2.1 | -0.6 | 4.9 | -4.9 | 1.2 | 4.2 | -1.8 | -4.0
OC(c1ccc(F)cc1)C(CN1CCOCC1)c1ccccc1 (centres undefined) | -1.4 | 5.3 | 28.2 | -2.8 | -10.8 | -3.7 | 3.9 | -0.4 | 10.3 | -1.0
O=C(Nc1ccc(F)cc1)c1ccc(COc2ccccc2)cc1 | -1.3 | 4.3 | -3.9 | 0.0 | -3.2 | -2.3 | 8.0 | -5.1 | 2.8 | 0.8
O=C1CC(C(=O)N2CCOCC2)C2(CCCCC2)O1 (centres undefined) | 2.3 | 6.1 | 33.8 | 1.1 | -17.9 | 3.6 | -3.4 | -5.4 | 0.5 | 1.1
COc1ccc(Cn2c(=O)c3[nH]cnc3n(-c3ccc(C)cc3)c2=O)cc1 | 10.4 | -1.1 | 28.5 | ? | -1.0 | ? | 8.3 | -2.5 | 2.9 | 2.4
CC(C)(C)c1ccc(O)c(N=Cc2c(O)ccc3ccccc23)c1 | 0.1 | -6.6 | 86.5 | -4.5 | 18.8 | ? | -1.8 | -68.7 | 0.9 | 6.1
COc1ccc(Nc2c(CC(C)C)nc3nc(C)cc(C)n23)cc1 | 6.6 | . | . | 0.0 | 3.4 | -0.5 | . | . | 18.9 | .
COC(=O)C1=C(C)NC2=C(C(=O)CCC2)C1c1cn(Cc2ccc(Cl)cc2Cl)nc1-c1ccccc1 (centres undefined) | -2.5 | -4.7 | 0.2 | 0.7 | -18.9 | 16.9 | -3.0 | -12.1 | -3.8 | -13.7
Cn1c(CSCc2ccc(Cl)c(Cl)c2)nnc1SCC(=O)Nc1nccs1 | -2.5 | -8.8 | -3.9 | -0.5 | 0.5 | ? | 2.6 | -12.8 | 0.0 | -7.6
COC(=O)c1c(=O)n(O)c2ccc(OC)cc2[n+]1[O-] | -0.5 | 4.0 | 6.4 | -0.4 | . | -6.2 | -0.6 | -70.5 | . | -5.9
CCn1c(CSc2nc3ccccc3[nH]2)n[nH]c1=S | -0.6 | 2.2 | 6.1 | 1.6 | . | 2.1 | 3.4 | 0.2 | . | -7.2
C[C@H](CO)N1C[C@H](C)[C@@H](CN(C)Cc2ccncc2)Oc2ncc(Br)cc2C1=O | -2.5 | . | . | -0.2 | -3.5 | -0.1 | . | -2.8 | -3.8 | .
COc1ccc(C(=O)C2CCCN(C(=O)c3noc4c3CCCC4)C2)cc1F (centres undefined) | -0.6 | -7.3 | -5.0 | -0.2 | -9.2 | 2.2 | 2.3 | -6.5 | 6.5 | -14.6
O=C(NC(=S)N1CCCC1)c1ccccc1 | 0.9 | -5.2 | 22.5 | -1.0 | 12.7 | -8.7 | -5.3 | -2.1 | 0.8 | -10.3
Clc1ccccc1-c1nnc(-c2ccccc2Cl)o1 | -7.4 | -1.1 | 30.5 | 0.5 | 6.3 | -1.6 | 0.1 | -4.6 | -1.5 | -3.6
CCN(CC)C(=O)c1ccc(COc2ccccc2Cl)cc1 | 0.9 | -10.2 | -12.0 | -0.3 | 8.2 | -9.7 | 8.0 | 3.0 | -3.4 | -4.6
CCn1c(OC)nc2c1c(=O)n(C)c(=O)n2C | 0.4 | 5.6 | -2.8 | -0.3 | -4.2 | -0.2 | -2.7 | 2.9 | 5.2 | -4.7
Nc1nonc1NN=C1CCCCC1 | -14.2 | -7.8 | 9.3 | ? | -5.3 | ? | -1.1 | 7.1 | -6.7 | 5.1
CCOC(=O)C1=CN(Cc2cccc(F)c2)S(=O)(=O)N(CC)C1c1ccc(Br)cc1F (centres undefined) | 1.8 | . | . | -0.1 | 1.3 | -2.5 | . | 2.0 | 13.9 | -12.0
c1ccc(-c2nnc3sc(CN4CCC5(CC4)OCCO5)cn23)cc1 | 0.4 | -8.0 | 7.2 | -1.1 | -5.3 | -0.6 | 0.1 | 5.0 | -4.1 | -12.6
CCCCCc1nnc(NC(=O)CS(=O)(=O)Cc2ccccc2)s1 | 5.9 | -0.7 | 31.5 | 0.7 | 8.1 | 1.4 | 3.6 | -5.6 | 5.6 | 4.1
O=C(NCCCN1CCOCC1)c1ccc(-c2ccc(Cl)cc2)o1 | -3.0 | -1.8 | -2.8 | 0.2 | -3.0 | 2.3 | 6.0 | 0.1 | 2.3 | -8.6
O=C(NCc1ccco1)C(Cc1ccccc1)N1C(=O)c2ccccc2C1=O (centres undefined) | -5.3 | 0.8 | 2.9 | 0.1 | 3.7 | ? | 2.7 | -1.5 | -0.4 | 17.3
Cc1ccc(Cn2nc(-c3ccccc3)nc2-c2ccccc2)cc1 | -11.9 | -4.9 | 26.9 | -1.5 | 0.9 | -5.5 | 7.0 | -0.1 | 6.1 | -4.8
CCOc1ccccc1NC(=O)Nc1ccccn1 | -4.1 | 13.0 | 17.5 | -0.4 | 20.6 | -1.6 | -4.2 | -18.4 | -5.4 | -14.0
CCCNC(=O)c1nc(C)n(-c2ccc([N+](=O)[O-])cc2)n1 | -5.7 | 2.9 | 16.0 | -1.0 | 2.5 | 4.2 | 3.9 | 6.4 | -22.2 | -23.0
O=C(CN1CCN(CC(=O)Nc2cccc(F)c2)CC1)Nc1ccc(-c2ccccc2)cc1 | -1.3 | 4.6 | 21.4 | 1.2 | -13.2 | 4.8 | 3.9 | 3.2 | -6.6 | 0.6
COc1ccc(S(=O)(=O)N2CCCCC2)cc1Br | -4.3 | -7.6 | 21.9 | 0.6 | 23.5 | -6.4 | -3.6 | 1.9 | 0.8 | -9.9
CC(Sc1nc2ccccc2s1)C(=O)Nc1ccc2c(c1)OCO2 (centres undefined) | 1.0 | -3.8 | -9.9 | 0.6 | . | 11.7 | -2.7 | 2.8 | . | -7.0
O=C(CN(Cc1ccccc1F)S(=O)(=O)c1ccc(Cl)cc1)NCCC1=CCCCC1 | -2.5 | 4.2 | 16.7 | 0.5 | 1.2 | -4.2 | 1.3 | -3.7 | 0.5 | -3.5
Cc1ccc(OCc2cc(C(=O)N(C)CCc3ccccn3)no2)cn1 | -3.2 | -1.7 | -9.0 | -2.2 | 1.9 | -5.4 | -2.8 | 6.1 | 4.7 | -5.4
C/C(=N\Nc1ccccc1)c1cccs1 | 1.5 | . | . | -0.2 | -3.2 | -2.4 | . | 2.9 | -0.6 | .
Nc1ccc(CNC(=O)OCC2c3ccccc3-c3ccccc32)cc1 | -8.7 | -2.8 | . | -0.7 | -6.8 | 0.3 | . | 5.9 | 23.4 | 12.4
O=C(NS(=O)(=O)c1ccccc1)c1cccc(Br)c1 | -2.2 | -12.9 | 9.7 | -2.3 | 5.7 | -4.0 | -0.3 | -2.5 | 3.0 | -11.5
CCC(C)NC(=O)C1CCN(S(=O)(=O)c2ccc3c(c2)CC(C)N3C(C)=O)CC1 (centres undefined) | -6.1 | -0.5 | 21.2 | -1.2 | 11.4 | -8.9 | 2.0 | 12.1 | 13.0 | -23.7
CN(C)S(=O)(=O)c1ccc(Cl)c(C(=O)NC2=NCCS2)c1 | -14.6 | 7.9 | -16.2 | 2.5 | 0.4 | -4.4 | 0.9 | 0.8 | -9.2 | -2.3
CCOC(=O)c1c(NC(=O)CCN2CCOCC2)sc(C)c1-c1ccccc1 | -2.1 | 8.2 | 17.7 | 0.7 | 8.1 | -0.7 | -1.7 | -6.7 | 9.7 | 10.0&-1.4
Cc1cnc(NC(=O)c2ccc3c(c2)C(=O)N(Cc2cccnc2)C3=O)s1 | 4.7 | -5.5 | 46.9 | -1.7 | -0.1 | -4.7 | -5.0 | 7.3 | -4.9 | -2.9
CSc1nc(=S)c2[nH]c(=S)[nH]c2[nH]1 | 3.7 | . | 13.1 | 1.7 | 10.6 | 8.2 | 3.5 | -2.8 | 10.9 | -0.8
COCCn1c(=O)[nH]c2cc(C(=O)NCCc3ccc(S(N)(=O)=O)cc3)ccc2c1=O | -0.1 | -10.8 | 14.7 | 0.0 | 1.2 | 3.2 | 1.1 | -2.6 | 0.3 | -13.9
